# D1 antag: blocks dopamine activation of the human D1 receptor; P21728; HEK293 TREx D1 cells, calcium flux, dopamine EC80; hits give low values; activity change, negative = inhibition, % at 10 µM; actives 3.2% (n = 360,000); AID 504652; in the data active = activity change below about -30%; note: % is set by controls: 0 for no effect and ±100 for the full control effect
#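 After overnight tetracycline induction at 30 C, force-coupled D1 HEK293 cells took up a no-wash calcium dye at room temperature. Compounds were added and monitored 180 s, and the response to EC80 dopamine was then recorded.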
# Vif-A3G inh: blocks the Vif interaction with human APOBEC3G | HeLa A3G-eYFP + Vif (tagged APOBEC3G with the HIV-1 protein that degrades it), YFP fluorescence, overnight | Potency, µM (titrated, usually from 46.1 µM), without a hit: at the top dose activity, negative = active, usual class: inhibitors | actives 0.076% (n = 410,000);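 note: potency is the fitted concentration of half-maximal effect; % is set by controls: 0 for no effect and ±100 for the full control effect; nearly all actives have a fitted effect of over 60% in size; hits raise eYFP signal because A3G escapes Vif-driven loss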
# Target sequence (Q9HC16 whole entry, looked up): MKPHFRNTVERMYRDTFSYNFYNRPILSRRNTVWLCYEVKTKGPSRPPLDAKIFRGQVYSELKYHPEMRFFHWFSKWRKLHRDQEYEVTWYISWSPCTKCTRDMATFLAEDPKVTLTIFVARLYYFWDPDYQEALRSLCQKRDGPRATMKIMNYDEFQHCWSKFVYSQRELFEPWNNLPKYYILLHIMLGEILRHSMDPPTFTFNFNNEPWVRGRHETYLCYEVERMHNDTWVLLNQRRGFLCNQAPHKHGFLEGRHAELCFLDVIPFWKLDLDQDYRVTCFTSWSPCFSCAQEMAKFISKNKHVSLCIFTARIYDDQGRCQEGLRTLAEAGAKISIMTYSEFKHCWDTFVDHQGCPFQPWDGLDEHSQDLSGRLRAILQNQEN
#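 Read-out is eYFP fluorescence (Ex 488/Em 500-530) from Vif-expressing HeLa A3G-eYFP cells; more signal means A3G escaped Vif-mediated degradation. Cells plated overnight, compound pinned in, incubated overnight at 37 deg C.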
# LDHA block: LDHA (human) enzyme inhibition | purified LDHA, NADH/diaphorase-resazurin fluorescence; hits give low values | activity change, % (values are at about 110 or 230 µM) | P00338 | actives 0.15% (n = 480,000) | AID 1347041; in the data active = activity change below about -30%; inconclusive = mostly about -25% to -30%;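 note: plate controls were DMSO wells for no effect and wells without enzyme for full effect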
#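 LDH5 2 nM; NADH 0.06 mM, pyruvate 0.2 mM; 200 mM Tris pH 7.4, EDTA, Tween-20; 5 min RT. Detection: diaphorase 0.133 mg/mL + resazurin 37 µM, fluorescence ex540/em590 at 0 and 20 min; normalized to enzyme-free and DMSO wells.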
# Glioma ERSR ind: ER stress response induction in glioma. U87-MG GRP78 promoter luciferase reporter, 16 h. Potency, µM, for inactives: at the highest dose activation, actives largely listed as activators. actives 0.02% (n = 420,000); note: potency is the fitted concentration of half-maximal effect; series mostly up to about 76 µM; % of control where 0% means no effect; nearly all actives have a fitted effect of over 35% in size
#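 Stably transfected U87-MG glioma cells carrying a GRP78-based luciferase sensor; 16 h compound incubation. Luminescence end-point read 10 min after Bright-Glo addition at room temperature.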
# D1 potentiator: human D1 dopamine receptor positive modulation | P21728 | HEK293 TREx D1 cells, calcium flux, dopamine EC20 potentiation | potentiation, % at 10 µM | actives 0.036% (n = 360,000); in the data active = potentiation above about 30%; note: 0% is about no effect
# Vif-APOBEC3F blk: Vif-A3F binding inhibition; HeLa A3F-eYFP + Vif (tagged APOBEC3F with the HIV-1 protein that degrades it), YFP fluorescence increase; Potency, µM (top dose mostly 46.1 µM), for inactives: top-dose activity, negative = active; actives 0.2% (n = 390,000); note: potency is the fitted concentration of half-maximal effect; % of control where 0% means no effect; nearly all actives have a fitted effect of over 65% in size
#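 Fluorescence increase (Ex 488/Em 500-530) after overnight compound treatment at 37 deg C flags inhibition of Vif-driven A3F-eYFP loss in stable HeLa A3F-eYFP/Vif cells seeded overnight beforehand.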
# D1 ag: activates the human D1 dopamine receptor | P21728 | HEK293 T-REx D1 cells, calcium flux, agonist mode | activation, % at 2 µM | actives 1% (n = 360,000) | AID 504660; in the data active = activation above about 30%; note: 0% is about no effect
#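 Agonism was scored from calcium flux recorded over 180 s (1 read/s) after pintool compound addition, following a 10-cycle baseline. Cells were inducible force-coupled HEK293 TREx D1, plated overnight at 30 C and loaded with no-wash calcium dye.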
# RXFP1 agonist: RXFP1 (human) receptor agonism | AID 2676 | Potency, µM (top dose mostly 57.5 µM), without a hit: at the top dose activation, hits mostly activators | HEK293T-RXFP1 cAMP TR-FRET, 30 min; response scale: percent of porcine relaxin response, buffer zero | actives 0.3% (n = 370,000); note: potency is the fitted concentration of half-maximal effect; % is set by controls: 0 for no effect and ±100 for the full control effect; nearly all actives have a fitted effect of over 60% in size; many of its hits are not listed in these tables
# Target sequence (Q9HBX9 whole entry, looked up): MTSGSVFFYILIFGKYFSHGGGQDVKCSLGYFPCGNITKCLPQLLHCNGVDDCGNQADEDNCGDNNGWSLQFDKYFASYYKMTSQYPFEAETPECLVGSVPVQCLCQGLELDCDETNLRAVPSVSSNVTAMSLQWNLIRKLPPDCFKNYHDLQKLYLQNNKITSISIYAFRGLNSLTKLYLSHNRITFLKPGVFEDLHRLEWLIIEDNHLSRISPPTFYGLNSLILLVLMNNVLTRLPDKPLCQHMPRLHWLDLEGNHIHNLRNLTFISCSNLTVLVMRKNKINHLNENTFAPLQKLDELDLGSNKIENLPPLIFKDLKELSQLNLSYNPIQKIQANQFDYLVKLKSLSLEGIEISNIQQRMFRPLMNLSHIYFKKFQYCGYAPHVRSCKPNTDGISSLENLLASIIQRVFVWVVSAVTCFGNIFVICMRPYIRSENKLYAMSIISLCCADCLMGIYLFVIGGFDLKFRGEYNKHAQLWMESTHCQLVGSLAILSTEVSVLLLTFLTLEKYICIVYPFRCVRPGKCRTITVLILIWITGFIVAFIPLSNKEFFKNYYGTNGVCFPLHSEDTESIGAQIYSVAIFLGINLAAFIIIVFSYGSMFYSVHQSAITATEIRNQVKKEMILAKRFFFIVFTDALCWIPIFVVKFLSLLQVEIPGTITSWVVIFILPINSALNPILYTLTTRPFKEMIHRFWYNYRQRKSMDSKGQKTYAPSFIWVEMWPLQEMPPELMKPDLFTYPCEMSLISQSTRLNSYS
#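 cAMP rise read by TR-FRET after 30 min, 37C compound exposure (up to 58 uM) in RXFP1-transfected HEK293 cells with Ro 20174 present. EC50 from Hill-equation fits, with 29 nM porcine relaxin as 100% and buffer as basal.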
# D2 potentiator: positive allosteric modulators of human D2 dopamine receptor. AID 485347. potentiation, % at 10 µM. HEK293 T-REx D2, calcium flux, EC20 dopamine potentiation. P14416. actives 0.34% (n = 340,000);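 active = potentiation over 3 SD above the plate norm, cut at about 30% in these data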; note: 0% is about no effect
#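 Tetracycline-induced Hek293 Trex D2 cells, force-coupled to calcium, loaded with no-wash calcium dye. Compound added with 180 s kinetic read for agonism, then EC20 dopamine and a further 180 s read for potentiation.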
# The depositor's hits bear a star; u = inconclusive; x = no result given. Unless noted, calls come from the whole dose curve; as a rule, active = well fitted curve in the direction sought with a large enough effect; inconclusive = small, poorly fitted or top-dose-only effect, or another doubt; inactive = no such curve, though single readings can be large; an effect the other way counts as inactive or inconclusive.
# The first 3 compounds as a preview:
1. CCOC(=O)C1(Cc2cccc(OC)c2)CCN(Cc2cnc(N)nc2)CC1
2. FC(F)c1nc2ccccc2[nH]1
3. CCOC(=O)c1c(NC(=O)COC(=O)c2ccc(C)s2)sc2c1CC(C)(C)NC2(C)C

Assay by compound	1	2	3
D1 antag	-1	18	12
Vif-A3G inh	9%	0%	0%
LDHA block	-15	-12	-4
Glioma ERSR ind	-5%	-2%	-5%
D1 potentiator	-2	-2	5
Vif-APOBEC3F blk	-13%	8%	u
D1 ag	1	-1	6
RXFP1 agonist	1.0%	-0.1%	-0.8%
D2 potentiator	-7	6	-1

# The whole of this part, repeating the preview:
1. CCOC(=O)C1(Cc2cccc(OC)c2)CCN(Cc2cnc(N)nc2)CC1
2. FC(F)c1nc2ccccc2[nH]1
3. CCOC(=O)c1c(NC(=O)COC(=O)c2ccc(C)s2)sc2c1CC(C)(C)NC2(C)C
4. CCOc1ccccc1NC(=O)[C@@H](NC(=O)c1ccccc1F)C(C)C
5. O=C(c1ccc(Cl)c(S(=O)(=O)N2CCCCCC2)c1)N1CCN(c2ccc(O)cc2)CC1
6. Cc1cccc(Cn2ccc(-c3ccc(Cl)cc3)c(C#N)c2=O)c1
7. CCS(=O)(=O)N1CCCC(C(=O)NCCc2ccc(OC)c(OC)c2)C1 (stereo not given)
8. COc1ccc(CCN2C(=O)c3ccccc3NC2c2cc(Cl)c(O)c(OC)c2)cc1 (stereo not given)

Assay by compound	1	2	3	4	5	6	7	8
D1 antag	-1	18	12	-16	-4	-18	5	5
Vif-A3G inh	9%	0%	0%	1%	1%	1%	0%	u
LDHA block	-15	-12	-4	-7	8	-2	-8	2
Glioma ERSR ind	-5%	-2%	-5%	-6%	1%	-4%	-3%	-4%
D1 potentiator	-2	-2	5	-10	5	-8	-2	-11
Vif-APOBEC3F blk	-13%	8%	u	-18%	8%	-11%	-16%	-6%
D1 ag	1	-1	6	8	2	1	4	7
RXFP1 agonist	1.0%	-0.1%	-0.8%	0.4%	0.6%	7.0%	0.2%	1.4%
D2 potentiator	-7	6	-1	-1	-1	0	x	8

9. CCSc1nnc(NC(=O)c2ccc(Br)s2)s1
10. CCn1c(=O)cc(OCC(=O)Nc2ccc(C)cn2)c2ccccc21
11. COC(=O)Cc1ccc(NC(=S)Nc2ccc(N3CCOCC3)cc2)cc1
12. C[C@H](NS(=O)(=O)c1ccc(Cl)cc1)C(=O)OCC(=O)Nc1cc(S(=O)(=O)N2CCOCC2)ccc1Cl
13. COC(=O)c1ccc2c(C(C)(C)O)c(C(C)(C)O)[nH]c2c1
14. O=C(O)CC/C(=N\Nc1ccc(S(=O)(=O)N2CCCC2)cc1[N+](=O)[O-])c1cccs1
15. COc1ccc(Cl)cc1C(Nc1cccnc1)c1ccc2cccnc2c1O (stereo not given)
16. CC(C)N(C(=O)COC(=O)[C@@H]1CC(O)CN1S(=O)(=O)c1ccc(C(C)(C)C)cc1)C(C)C (stereo not given in full)

Assay by compound	9	10	11	12	13	14	15	16
D1 antag	14	-10	4	x	-9	-9	0	-3
Vif-A3G inh	2%	0%	7%	-1%	x	-8%	u	-8%
LDHA block	-8	0	11	-2	x	-8	3	2
Glioma ERSR ind	14%	6%	0%	1%	x	-2%	-1%	-2%
D1 potentiator	-1	1	-5	x	0	-1	3	-2
Vif-APOBEC3F blk	-1%	-1%	6%	-7%	x	1%	-6%	9%
D1 ag	6	2	0	x	0	0	4	7
RXFP1 agonist	1.6%	6.2%	-0.8%	x	8.4%	-0.4%	-0.3%	-0.8%
D2 potentiator	0	2	-10	x	0	12	-4	-7

17. CN(CC(=O)NCc1ccccn1)S(=O)(=O)c1cc(Cl)ccc1Cl
18. CCOC(=O)CNC(=O)CSc1nc(NCc2ccccc2)nc(N(C)C)n1
19. N=C1C(c2ccccc2)=C(O)CN1c1ccccc1N1CCOCC1
20. C=CCN=C1S/C(=C/c2ccc([N+](=O)[O-])cc2)C(=O)N1CC=C
21. COC(=O)c1ccc(S(=O)(=O)NNC(=O)c2ccc(S(=O)(=O)N3CCCCC3)cc2)cc1
22. O=[N+]([O-])c1ccc(OC(F)F)c(/C=N/n2cnnc2)c1
23. Clc1ccccc1C1CC(c2ccccc2)=Nc2ccccc2N1 (stereo not given)
24. COc1ccc(S(=O)(=O)N2CCOC2CNC(=O)C(=O)NCc2ccccn2)cc1OC (stereo not given)

Assay by compound	17	18	19	20	21	22	23	24
D1 antag	-6	5	-7	18	-10	16	7	x
Vif-A3G inh	0%	-6%	-2%	0%	-1%	6%	-22%	-2%
LDHA block	-4	1	0	-5	6	-4	-4	-1
Glioma ERSR ind	-2%	-3%	-2%	-9%	2%	-3%	2%	-4%
D1 potentiator	-5	-1	-2	6	-5	3	0	x
Vif-APOBEC3F blk	-9%	0%	4%	3%	9%	-14%	20µM*	1%
D1 ag	-2	-4	0	2	-1	3	8	x
RXFP1 agonist	-1.1%	1.1%	0.8%	4.5%	-0.1%	-1.2%	-1.3%	x
D2 potentiator	-2	0	8	2	1	-1	-7	x

25. O=C(Nc1ccc(Cl)c(C(F)(F)F)c1)NC1CC2CCCC(C1)N2C1CC1 (stereo not given)
26. Cc1ccccc1NC(=O)CCc1nnc2ccc(N3CCC4(CC3)OCCO4)nn12
27. Cc1sc(NC(=O)CN2CCN(c3ccccn3)CC2)c(C#N)c1C
28. CCC(=O)Nc1cccc(C(=O)OC)c1
29. CCn1c2ccccc2c2nnc(SCC(=O)OCN3C(=O)c4ccccc4C3=O)nc21
30. CC(O)[C@H]1CN=C(N)N1CCCCC1CCCCC1 (stereo not given in full)
31. O=C(c1cccc([N+](=O)[O-])c1)N1CCN(S(=O)(=O)/C=C/c2ccccc2)CC1
32. COC(=O)C1=C(N)N(c2ccc(F)cc2)C2=C(C(=O)CCC2)C1c1ccc2c(c1)OCO2 (stereo not given)

Assay by compound	25	26	27	28	29	30	31	32
D1 antag	x	-3	3	22	3	30	-28	-17
Vif-A3G inh	3%	0%	2%	1%	-1%	0%	-13%	-6%
LDHA block	-5	0	2	-1	1	-3	-4	-4
Glioma ERSR ind	0%	-3%	0%	-4%	-2%	-2%	0%	-6%
D1 potentiator	x	3	-4	-3	2	0	-8	-5
Vif-APOBEC3F blk	-4%	7%	-8%	-14%	-15%	2%	0%	5%
D1 ag	x	0	-2	3	2	1	1	1
RXFP1 agonist	x	24%	0.1%	0.7%	8.3%	2.9%	-0.3%	19%
D2 potentiator	x	3	6	-2	-3	5	14	-6

# Brought forward from above: two compounds, followed by the next part.
31. O=C(c1cccc([N+](=O)[O-])c1)N1CCN(S(=O)(=O)/C=C/c2ccccc2)CC1
32. COC(=O)C1=C(N)N(c2ccc(F)cc2)C2=C(C(=O)CCC2)C1c1ccc2c(c1)OCO2 (stereo not given)
33. COc1cc(Cl)c(C)cc1NC(=O)CSc1cc(Cl)ccc1Cl
34. Cc1ccc(S(=O)(=O)NC(CC(=O)NC2CCCC2)c2ccco2)cc1 (stereo not given)
35. O=C(CCl)N=c1sccn1Cc1ccc(Cl)cc1Cl
36. Cc1ccc(Nc2nc3ccccc3nc2-n2nc(C)cc2C)c(Cl)c1
37. CCCc1cc(=O)oc2cc(C)cc(OCC(=O)NC3CCN(Cc4ccccc4)CC3)c12
38. COc1ccc(C)cc1Nc1n[n+](-c2ccccc2)c(-c2c(Cl)cccc2Cl)s1
39. O=C(COc1ccc(Cl)cc1Cl)NCCCN1CCOCC1
40. Cc1ccc2scc(N3CCCC(C)C3)c(=O)c2c1 (stereo not given)

Assay by compound	31	32	33	34	35	36	37	38	39	40
D1 antag	-28	-17	-4	-22	-1	7	-4	-25	19	-10
Vif-A3G inh	-13%	-6%	0%	-5%	-27%	0%	0%	3%	0%	-1%
LDHA block	-4	-4	1	0	0	-8	-6	2	0	3
Glioma ERSR ind	0%	-6%	-3%	-1%	-14%	1%	-4%	-5%	-1%	-6%
D1 potentiator	-8	-5	4	-5	-4	0	9	-11	-6	-1
Vif-APOBEC3F blk	0%	5%	-27%	1%	1%	4%	-14%	-17%	-17%	1%
D1 ag	1	1	4	1	2	1	-1	32*	0	4
RXFP1 agonist	-0.3%	19%	-0.4%	1.8%	0.4%	3.3%	-0.5%	-0.6%	-0.5%	-0.5%
D2 potentiator	14	-6	-5	5	9	2	-20	-17	15	-1

41. O=C(OCc1cc(=O)n2nc(-c3cccs3)sc2n1)c1ccc(Cl)cc1
42. COc1ccc(NC(=O)CSc2ncnc3sc(C)cc23)cc1
43. CCn1c(=O)cc(OCC(=O)NC2CC2)c2ccccc21
44. COc1cc(C(=O)NNC(=O)Cc2cccs2)cc(OC)c1OC
45. COc1ccc(CNC(=O)CSc2nc3ccc(C)cc3[nH]2)cc1OC
46. CC(=O)N1CCCN(Cc2cn(-c3ccc(C)cc3)nc2-c2cccc(C)c2)CC1
47. C#CCOCCOCCOCCNc1nc(N2CCN(C(=O)[C@H](CCC(=O)O)n3cc(C(N)CO)nn3)CC2)nc(N2CCN(C(=O)[C@H](CCCCN)n3cc(C(N)CC(C)C)nn3)CC2)n1 (stereo not given in full)
48. COC(=O)c1ccc(NC(=O)c2cccc(C)c2)cc1
49. O=C(Cn1cc2c(n1)CCCC2)NCCCN1CCN(Cc2ccccc2)CC1
50. O=S(=O)(c1ccc2c(c1)OCCO2)N1CCN(S(=O)(=O)c2c(Cl)cc(C(F)(F)F)cc2Cl)CC1

Assay by compound	41	42	43	44	45	46	47	48	49	50
D1 antag	-10	0	-18	x	-4	-5	-32*	9	-24	-14
Vif-A3G inh	-9%	-3%	1%	1%	-4%	-1%	x	-4%	0%	x
LDHA block	-1	-5	1	-2	-7	-4	x	-8	2	-3
Glioma ERSR ind	-3%	0%	1%	-2%	1%	1%	x	-2%	-3%	x
D1 potentiator	-2	-4	1	x	3	-5	-2	1	-5	2
Vif-APOBEC3F blk	-8%	16%	0%	3%	-26%	2%	x	-3%	-9%	x
D1 ag	2	0	0	x	0	1	7	2	1	4
RXFP1 agonist	3.0%	0.3%	-0.8%	x	4.8%	0.7%	-2.6%	0.5%	-0.1%	x
D2 potentiator	-7	-5	5	x	13	-8	-6	-14	-11	x

# Screening data (PubChem)

# The list is partial. The share of hits here may be higher or lower than overall.
